Bioassay records from PubChem BioAssay.
RAD52 inh – blocks human RAD52 DNA annealing; inhibition, % at 18.7 µM; recombinant RAD52 DNA annealing, FRET fluorescence; P43351; hit rate 0.46% among 360,000;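 active means every replicate showing at least 50% inhibition; inconclusive means mean inhibition at least 50% but not in every replicate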
esBAF inh – SWI/SNF esBAF complex inhibition; mouse ES cells, Bmi1-luciferase knock-in reporter, 24 h; 100% = twice the neutral-well signal; reporter increase, % at 12.5 µM; hit rate 2% among 350,000; AID 602393; in the data active means activation above about 40%; inconclusive means no clear call, values can overlap the other calls;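 further: 0% = median of the plate's neutral control wells and 100% = double that signal; a rise in the Bmi1 reporter signal indicates esBAF inhibition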
FN deposition inh – fibronectin deposition inhibition | AH1F fibroblasts, Alexa488-fibronectin deposition fluorescence, overnight | inhibition, % at 12.6 µM | hit rate 0.086% among 350,000 | AID 743247;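 active means mean inhibition across replicates of 30% or more, regardless of how many single replicates reach that level; inconclusive means mean under 30% yet at least half of replicates reach 30%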;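 further: positive control wells lacked labelled fibronectin entirely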
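Material: AH1F fibroblasts assembling fluorescent fibronectin matrix; amount: 10000 AH1F cells/well; medium: DMEM, 2% serum; reagent: Alexa488-fibronectin, 24 nM final in well; dosing: single compound dose, delivered by pin transfer; incubation: 1 h adhesion, overnight exposure; detection: fluorescence after three HBSS washes, excitation 485 nm, emission 525 nm; measure: fibronectin deposition inhibition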
Xi reactivation – X-chromosome reactivation activator | XiGFP mouse fibroblasts, % GFP-positive cells imaging, 3 d; cells co-treated with 5-aza-dC sensitizer; scaled so ellipticine positive control = 100% | activation, % at 7.58 µM | hit rate 0.055% among 360,000;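 active means mean normalized replicate activation at least 10% and every replicate at or above 10%; inconclusive means only one of the two criteria met; inactive means mean below 10% and not all replicates reach 10%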;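 further: 0% = median of on-plate neutral control wells and 100% = ellipticine 6 µM median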
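System: 68-5-11 XiGFP fibroblast line; Timing: 3 days compound exposure; Compound dosing: one concentration, pinned; Benchmarks: positive control ellipticine, 6 µM final; Buffer or medium: DMEM containing 5-aza-dC.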
EWS-Fli block – EWS/Fli transcriptional activity inhibition | hit rate 0.67% among 350,000 | inhibition, % at 12.6 µM | A673 NR0B1-luciferase reporter, viability-normalised;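 active means mean inhibition of at least 50% after viability correction, with every replicate also passing that limit; inconclusive means mean reaches 50% but only one of two replicates passes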;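 further: firefly luciferase signal divided by Alamar Blue viability fluorescence both relative to DMSO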
RAD54 inh – blocks human RAD54 Holliday junction branch migration; Q92698; FAM/BHQ fluorescence; inhibition, % at 10.4 µM; hit rate 0.14% among 360,000; AID 602329;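 active means mean normalized replicate activity at least 40 and at least half of replicates scoring 40 or more; inconclusive means only one of the two criteria met; inactive means mean below 40 and under half of replicates reaching 40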;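 further: 0% = median of neutral control wells and 100% = median of positive control wells; inhibitors cause a drop in the FAM fluorescence signal; in these data hits start at about 50%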
Target sequence (Q92698 whole entry, looked up): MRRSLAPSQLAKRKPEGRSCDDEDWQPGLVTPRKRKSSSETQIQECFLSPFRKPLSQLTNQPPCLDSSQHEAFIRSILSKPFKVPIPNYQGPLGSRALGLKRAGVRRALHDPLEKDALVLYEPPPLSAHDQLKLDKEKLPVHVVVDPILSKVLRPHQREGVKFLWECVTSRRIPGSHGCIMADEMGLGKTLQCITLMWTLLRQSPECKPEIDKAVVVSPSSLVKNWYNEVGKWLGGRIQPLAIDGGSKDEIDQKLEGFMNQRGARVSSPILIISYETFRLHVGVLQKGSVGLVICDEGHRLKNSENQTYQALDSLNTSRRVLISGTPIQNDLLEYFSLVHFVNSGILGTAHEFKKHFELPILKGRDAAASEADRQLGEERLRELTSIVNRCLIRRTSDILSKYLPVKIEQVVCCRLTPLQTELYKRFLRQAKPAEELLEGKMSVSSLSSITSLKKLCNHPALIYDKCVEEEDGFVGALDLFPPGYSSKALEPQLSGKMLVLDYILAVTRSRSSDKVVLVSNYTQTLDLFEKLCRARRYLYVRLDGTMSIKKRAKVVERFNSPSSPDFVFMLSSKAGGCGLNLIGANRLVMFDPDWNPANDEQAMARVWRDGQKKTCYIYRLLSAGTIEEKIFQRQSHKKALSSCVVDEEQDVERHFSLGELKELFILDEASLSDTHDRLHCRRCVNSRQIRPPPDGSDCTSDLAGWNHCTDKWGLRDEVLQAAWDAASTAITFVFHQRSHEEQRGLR
E-sel inducer – E-selectin induction on HUVECs. P16581. HUVEC E-selectin immunofluorescence imaging; normalized: neutral wells 0, TNF-alpha wells 100. activation, % at 7.58 µM. hit rate 0.37% among 260,000;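 active means mean E-selectin-positive cell signal at least 10% of the positive control, reached in at least 60% of replicates, without over 20% cell loss; inconclusive means no rule given, readout overlaps actives, possibly toxicity-flagged; inactive means the rest, including those meeting only one limit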;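 further: in these data hits start at about 27%; measured in HUVEC primary endothelial cells; signal is the percent of cells scored E-selectin positive by PE staining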
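assay system = HUVEC, human umbilical vein endothelial cells | input = 3,000 HUVEC seeded per well | medium = EGM-2 growth medium on 0.1% gelatin-coated wells | dosing = one compound dose added by pin transfer | signal = immunofluorescence imaging | read-out basis = % PE-positive cells | control set = TNF-alpha, DMSO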
S100A4 MyoIIA – inhibitors of human S100A4 binding to myosin IIA peptide. hit rate 0.14% among 360,000. S100A4/TAMRA-MyoIIA peptide fluorescence polarization. inhibition, % at 10.7 µM;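 active means mean inhibition of at least 70% across replicates, with every replicate also reaching that level; inconclusive means mean inhibition reaches 70% but some replicates fall short; inactive means mean inhibition below 70%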
Target sequence (P26447 whole entry, looked up): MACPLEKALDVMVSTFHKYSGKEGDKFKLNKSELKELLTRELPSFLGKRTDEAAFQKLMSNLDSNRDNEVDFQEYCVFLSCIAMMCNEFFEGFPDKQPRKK
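Test system: S100A4 monomer protein; Medium: HEPES pH 7.2 with CaCl2, KCl, NaCl, DTT, Triton; Probe or stimulus: TAMRA-labelled myosin IIA heavy-chain peptide probe, 5 nM; Doses: one dose per compound; Times: polarization read 5 min after assay mix addition, stable 5–60 min; Benchmarks: neutral control DMSO, positive control TFP.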
An asterisk follows results filed as active; ? = inconclusive; nt = not tested or not shown. An unsorted share of the library; about 3% have a hit in one of these screens.

mol,RAD54 inh,EWS-Fli block,Xi reactivation,E-sel inducer,S100A4 MyoIIA,esBAF inh,FN deposition inh,RAD52 inh
C=CCN1C=C2C(=O)C(C)(OC(=O)c3cnc4ccccc4n3)C(=O)C=C2C=C1/C=C/COC (configuration not stated),-6,-19,0.1,-0.1,5,nt,0,-14
COCC(=O)Nc1ccc2c(c1)C(=O)N(C)[C@@H]1CC[C@@H](CC(=O)NCC(F)(F)F)O[C@H]1CO2,3,-8,0.2,0.0,4,0,-17,-2
C[C@@H]1CN([C@H](C)CO)C(=O)c2cc(NC(=O)Nc3ccc(F)cc3)ccc2O[C@@H]1CN(C)C(=O)Nc1ccc2c(c1)OCO2,nt,-3,-1.0,-0.3,2,3,nt,6
Fc1cccc(NC(=S)NCCN2CCOCC2)c1,-1,0,-0.1,nt,1,-2,-11,-8
C[C@@H]1CN([C@H](C)CO)C(=O)c2cccc(NC(=O)Nc3ccccc3)c2O[C@@H]1CN(C)Cc1ccc(C(=O)O)cc1,-14,-1,-0.9,0.2,8,-3,nt,1
Cc1ccccc1NC(=O)Cc1nc(COC(=O)CNS(=O)(=O)c2cccc(Br)c2)cs1,-10,nt,-0.1,-1.0,-22,-4,4,-16
CN(C)c1ccc(C2CC(=O)C=C(Nc3ccccc3N)C2)cc1 (configuration not stated),-8,-28,0.1,nt,-6,nt,-3,-26
CCc1ccc(OCC(=O)NNC(=S)NC(=O)C2CC2)c(Br)c1,11,14,0.3,0.0,-1,10,-6,-9
COc1ccc(S(=O)(=O)NC(=O)C2(C)CCN2C(=O)COc2ccc(Cl)cc2)cc1OC (configuration not stated),-7,2,0.1,0.3,10,-2,0,-8
C[C@@H]1CN([C@@H](C)CO)C(=O)c2cc(NS(C)(=O)=O)ccc2O[C@@H](C)CCCCO[C@H]1CN(C)CC1CC1,5,nt,-0.1,0.1,16,-7,-2,-12
COC(=O)[C@H]1[C@H](CO)[C@H]2Cn3c(ccc(-c4cncnc4)c3=O)[C@H]2N1CCC(F)(F)F,nt,-12,0.0,-0.2,-2,nt,4,-8
Cc1ccc(CC2CC(=O)N(c3ncccn3)C2=O)cc1 (configuration not stated),nt,9,0.1,nt,-3,nt,10,-18
Cc1ccc(S(=O)(=O)N[C@@H]2CC[C@@H](CC(=O)N3CCc4ccccc4C3)O[C@H]2CO)cc1,7,3,-0.1,-0.2,-4,0,-3,23
Cc1cccc(NC(=S)N2CCC(NC(=O)c3cccc(F)c3)CC2)c1,0,3,0.1,0.0,2,0,-3,5
CCCNC(=O)C[C@H]1CC[C@@H]2[C@H](COC[C@@H](O)CN2C(=O)Nc2c(C)noc2C)O1,5,-1,0.3,0.2,5,-2,0,7
CC1(C)CC(=O)C=C(c2ccc(-c3cccc(C(N)=O)c3)cc2)C1=O,0,-36,-0.1,nt,-14,?,4,-11
Cc1[nH]c2ccc(C(=O)NCCCN3CCOCC3)cc2c1C,10,-2,0.0,nt,-4,-3,3,6
CCOC(=O)Nc1ccccc1C(=O)Nc1cc(C)cc(C)c1,-8,0,0.0,1.8,-1,13,-4,-18
C[C@@H]1CN([C@@H](C)CO)C(=O)Cc2cc(NC(=O)Nc3ccc(F)cc3)ccc2O[C@H]1CN(C)S(=O)(=O)c1cn(C)cn1,nt,-13,-0.1,-16,nt,-1,nt,nt
O=C(N/N=C/c1c[nH]c2c1ccc1ccccc12)c1ccc([N+](=O)[O-])cc1,nt,9,0.1,nt,1,nt,3,-10
O=C(Nc1ccccc1)c1cc(C2CCCCN2S(=O)(=O)Cc2cccc(C(F)(F)F)c2)on1 (configuration not stated),-16,6,0.0,0.1,-3,4,-1,4
C[C@@H]1CCCCO[C@H](CN(C)C(=O)Nc2ccc3c(c2)OCO3)[C@H](C)CN([C@H](C)CO)C(=O)c2cc(NC(=O)CCCN(C)C)ccc2O1,9,-4,-0.1,0.1,16,4,nt,-16
O=C(NNC(=S)Nc1ccc(F)cc1)[C@H]1C[C@@H]1c1ccccc1,-5,18,0.9,0.1,-2,nt,4,-10
O=C(C[C@@H]1C[C@@H]2c3cc(NC(=O)Nc4ccc(C(F)(F)F)cc4)ccc3O[C@@H]2[C@@H](CO)O1)NCc1ccc2c(c1)OCO2,-8,7,0.4,3.8,-2,1,-33,0
C[C@H](CO)N1C[C@H](C)[C@@H](CN(C)C(=O)Nc2ccc(C(F)(F)F)cc2)Oc2c(NC(=O)CCC(F)(F)F)cccc2C1=O,-1,4,-0.2,0.0,4,4,9,-31
O=C(c1ccc(S(=O)(=O)N2CCCC2)cc1)N1CCCCC1,nt,-5,0.1,nt,0,2,-2,-7
COc1ccccc1N1CCN(/N=C\c2sccc2C)CC1,nt,-59,0.0,-5.5,2,nt,-1,-11
COc1ccc(CCNC(=O)c2ccc(C)s2)cc1OC,-1,-5,0.0,-0.4,-2,-1,-4,-6
C[C@@H]1CN([C@@H](C)CO)C(=O)Cc2cc(NC(=O)Nc3ccc(F)cc3)ccc2O[C@@H]1CN(C)Cc1ccc(C(=O)O)cc1,5,14,-0.2,80*,11,-2,nt,9
CN(Cc1cccnc1)Cc1cn(C)nc1-c1cccc(Cl)c1,nt,-1,-0.3,-0.9,1,nt,2,-9
COc1ccccc1CNC(=O)C1(C)CCN1Cc1ccc2ccccc2c1 (configuration not stated),2,6,-0.1,-0.4,-2,7,1,-10
COCCCn1c(SCCc2ccccc2)nc2cc(OC)c(OC)cc2c1=N,7,4,0.1,0.7,1,-32,7,-20
Cc1cc(C)n2nc(SCC(=O)Nc3ccccc3F)nc2n1,-3,-6,-0.1,2.4,-5,-4,1,-2
O=C(Nc1ccc(F)cc1)N[C@H]1CC[C@@H](CCNC(=O)c2ccccc2F)O[C@@H]1CO,nt,-2,-0.1,-0.3,-27,nt,nt,-16
O=[N+]([O-])c1cccc(C2Nc3ccccc3CO2)c1 (configuration not stated),-13,-5,0.4,-0.1,-6,nt,-2,-10
CC1CCCN(C(=O)CSc2nnc3ccccn23)C1 (configuration not stated),-4,-9,0.1,nt,-5,13,7,-13
C[C@@H]1CCCCO[C@@H](CN(C)C)[C@@H](C)CN([C@H](C)CO)C(=O)c2cc(NC(=O)Cc3ccccc3)ccc2O1,6,-11,-0.5,-0.2,-7,-2,nt,4
O=C(CSc1ccccc1F)NC(=O)c1ccccc1Br,-13,4,0.0,0.3,-5,0,nt,-69
CCCCN(C)CCCNC(=O)CN1C(=O)CSc2ccc(S(=O)(=O)N3CCOCC3)cc21,2,nt,0.0,nt,nt,2,3,nt
O=C(Nc1cccc(C(F)(F)F)c1)C(Sc1ncnc2ccccc12)c1ccccc1 (configuration not stated),0,nt,0.1,nt,nt,1,3,nt
CCSc1nnc(NC(=O)CC)s1,4,-4,0.2,0.3,-1,8,-5,-3
CCCN(C(=O)c1cccs1)c1c(N)n(Cc2ccccc2)c(=O)[nH]c1=O,-3,4,0.0,nt,-1,-2,6,-6
Cc1cnc(NC(=O)C2(C)CCN2C(=O)C(C)C)s1 (configuration not stated),2,5,0.2,-0.1,19,2,5,-6
CC(C)CC#Cc1cnc2c(c1)C(=O)N([C@H](C)CO)C[C@H](C)[C@@H](CN(C)Cc1ccc3c(c1)OCO3)O2,-23,7,-0.6,0.2,0,-4,nt,29
O=C(Nc1ccccc1-c1nnn(CC(=O)N2CCOCC2)n1)c1ccc(F)cc1,nt,-10,0.1,0.0,-3,nt,-19,-5
COC(=O)c1cc2occc2n1Cc1nc(-c2ccc(Cl)cc2)oc1C,-2,5,-0.1,-1.1,-7,-4,2,-18
COC(=O)CCN1CCN(S(=O)(=O)c2cccc(Br)c2)CC1,7,2,0.0,-0.2,1,0,0,-7
COC(=O)Cc1ccc(OC2(C)CCN(Cc3csc4ccccc34)C2)cc1 (configuration not stated),-6,-1,0.0,0.0,16,-3,-2,-10
COc1ccc2c3c(n(C)c2c1)[C@H](CO)N(Cc1ccncc1)CC31CCN(C(=O)C2CCCCC2)CC1,nt,11,0.1,-0.5,2,nt,nt,-97
C[C@H]1CN([C@@H](C)CO)C(=O)c2cc(-c3cccnc3)cnc2O[C@H]1CN(C)C(=O)C1CC1,0,-9,-0.3,-0.1,15,0,-10,4

Next section
mol,RAD54 inh,EWS-Fli block,Xi reactivation,E-sel inducer,S100A4 MyoIIA,esBAF inh,FN deposition inh,RAD52 inh
CN1[C@@H]2c3ccc(/C=C/c4ccccc4)c(=O)n3C[C@@H]2[C@@H](CO)[C@@H]1C(=O)NC1CCCCC1,-4,-3,0.4,0.5,-4,6,nt,-19
C[C@H]1CN([C@@H](C)CO)C(=O)c2cc(NC(=O)Nc3ccc4c(c3)OCO4)ccc2O[C@H]1CN(C)Cc1ccc(Cl)c(Cl)c1,0,-10,0.3,-3.2,0,-4,nt,9
Cc1noc(C)c1S(=O)(=O)Nc1ccc2c(c1)C(=O)N([C@H](C)CO)C[C@H](C)[C@H](CN(C)S(=O)(=O)c1cccs1)O2,1,10,0.1,-0.2,-1,6,nt,-8
CCC(C)N(C(=O)COC(=O)c1ccc(N)c([N+](=O)[O-])c1)C1CCS(=O)(=O)C1 (configuration not stated),12,5,0.0,-0.2,8,3,8,-11
CN1CCN(C(=O)C[C@@H]2C[C@@H]3c4cc(NC(=O)NC5CCCCC5)ccc4O[C@@H]3[C@@H](CO)O2)CC1,10,-2,0.2,0.0,-1,-6,4,8
COc1ccc(/C=N/NC(=S)Nc2c(C)n(C)n(-c3ccccc3)c2=O)cc1OC,nt,5,0.3,2.6,-11,nt,5,-9
COc1cc(OC)c(OC)cc1CNCC1COc2ccccc2O1 (configuration not stated),2,2,0.0,nt,-1,0,-1,6
O=C(Nc1ccccc1)N[C@@H]1CC[C@H](CCNS(=O)(=O)c2ccccc2F)O[C@H]1CO,-5,0,0.2,-1.4,4,-4,nt,-4
Cc1ccc(-c2nc3ccc([N+](=O)[O-])cc3[nH]2)cc1,nt,-16,0.4,1.1,-2,nt,-9,-9
COc1cccc(C2CC(c3ccccc3)=NN2S(=O)(=O)c2ccccc2)c1OC (configuration not stated),5,-3,0.0,nt,-4,-2,8,2
Cc1noc(C)c1S(=O)(=O)Nc1ccc2c(c1)C(=O)N([C@H](C)CO)C[C@H](C)[C@H](CN(C)Cc1ccc(-c3ccccc3)cc1)O2,0,15,0.0,0.0,-20,-2,nt,-40
